Autophagy mod = alters autophagy in cells. hit rate 0.98% among 190,000. MEF GFP-LC3 puncta imaging; test concentration mostly 10 µM. calls only at 10 µM (by protocol);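 active = percentage of spot-positive cells more than 3 SD above its plate mean, without a fluorescence outlier flag or 80% toxicity; inconclusive = no clear call, values can overlap the other calls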;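 also: spot-positive cell cutoff set from DMSO-treated cells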
West Nile virus CPE = inhibition of WNV-induced cytopathic effect – cell-based, CPE readout (AID 1621). hit rate 0.02% among 290,000. CPE inhibition, % at 10 µM, or IC50 in µM where a hit was titrated. West Nile virus-infected cells, CPE inhibition; higher % means a stronger effect; in the data active = a potency from the dose series; inconclusive = CPE inhibition mostly from about 3.7% at the one dose, without a potency; inactive = the rest, 99 in 100 with CPE inhibition below about 2.2%; also: strong numbers were not always called active
Ins promoter up = MIN6 insulin promoter up-regulation | AID 1625 | hit rate 0.3% among 190,000 | MIN6 insulin promoter-GFP reporter, high-content imaging; active compounds read high | z-score at 5 µM;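 active = z-score above 3 at 5 µM with at least 500 cells counted in the well; inconclusive = wells under 500 cells, flagged as cytotoxic or low count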
Lipid droplet = modulators of hepatic lipid droplet formation; hit rate 0.4% among 240,000; AML12 mouse hepatocytes, oleate lipid droplets, BODIPY imaging; inhibition, % at 6.5 µM;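 active = lipid droplet intensity inhibited by at least 50%, with more than 500 cells counted; inconclusive = wells with under 300 cells, treated as cytotoxic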
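Material – AML12 mouse liver cells · Also added – oleate loading, 100 µM · Compound dosing – 6.5 µM single-point dosing · Times – overnight treatment with compound plus oleate · Measured by – fluorescence imaging, 20x objective, two fields per well · Read-out – percent inhibition of filter-corrected integrated lipid droplet intensity per well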
WT yeast gro inh = growth inhibition of WT yeast, mitochondrial fusion screen; mitochondrial fusion phenotypic screen, WT strain; inhibition, % at 10 µM; hit rate 2.1% among 190,000; in the data active = inhibition above about 58%; tested in S. cerevisiae
T cell HTS = T cell immune modulators affecting CD8 T cell-vesicle binding | hit rate 0.068% among 330,000 | 2C CD8+ T cell-vesicle binding, flow cytometry; active compounds read low | calls only at 7 µM;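 active = response, share of CD8 T cells binding vesicles, and their 90th percentile fluorescence all below set limits, cut at about 80% in these data, passing the limit was not always enough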
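System: murine 2C transgenic CD8+ T lymphocytes; also added: QL9-loaded Drosophila micro-vesicles; times: binding 1.5 h at 37 °C; measured by: flow cytometry, PE anti-B7-1 (FL2) versus Alexa647 anti-CD8 (FL8), PFA-fixed; control set: Peptide-free naked vesicles (low) and QL9 vesicles with 0.7% DMSO vehicle (high)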
Myeloid diff 2 = promotes myeloid progenitor differentiation; ER-HoxA9 myeloid progenitors, lysozyme-GFP differentiation, flow cytometry; calls only at 10 µM; hit rate 1% among 360,000; AID 624256;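 active = normalized GFP-positive differentiation at or above the plate's own cutoff, the solvent-only control mean plus 3 SD; inconclusive = no clear call, values can overlap the other calls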;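 also: cells exposed to compound for four days before flow analysis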
MT stabilize HCS = microtubule stabilizers in HeLa cells; HeLa tubulin immunostaining HCS, 24 h; share of cells brighter than vehicle mean+2SD; hit rate 0.83% among 200,000; % tubulin-high responders, % at 10 µM;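 active = plate Z-score above 3 for both tubulin-high and condensed-nucleus cell shares, with cell loss under 80%, at 10 µM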;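 also: anti alpha tubulin signal scored within the nucleus-defined area of each cell; some results filed as inactive read as strong as hits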
b-catenin transl = modulators of beta-catenin nuclear translocation. HeLa beta-catenin nuclear translocation, immunofluorescence imaging. hit rate 0.3% among 190,000. AID 1665. nuclear translocation activity, % at 5 µM;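 active = nuclear translocation activity above 50% at 5 µM, with a well cell count of 50 or more; inconclusive = wells under 50 cells across six images, flagged as toxic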;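 also: per-cell ratio of nuclear to cytoplasmic median beta-catenin stain intensity; plate controls were DMSO negative control for no effect and GSK-3 inhibitor IX positive control for full effect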
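assay system = human HeLa cells, endogenous beta-catenin | times = compound treatment 24 h, 37°C, 5% CO2 | detection = Anti-beta-catenin immunofluorescence on PFA-fixed, Triton-permeabilized cells, DAPI nuclei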
WT yeast gro inh mutant strain = second read-out of WT yeast gro inh, no call of its own (marks repeat the call); inhibition, %; mitochondrial fusion phenotypic screen, mutant strain inhibition
Ins promoter up cell count = further read-out of Ins promoter up, marked with its call; cell count; measured here: cytotoxicity, nuclei count;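 total cells summed across four imaged fields per well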
Lipid droplet cells 6.5 µM = further read-out of Lipid droplet, marked with its call; cell count; measured here: cell count, cytotoxicity flag;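 cells counted across two imaged fields per well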
b-catenin transl cell count 5 µM = recorded beside b-catenin transl, whose call it bears; cell count; measured here: cell count, cytotoxicity flag
T cell HTS vesicle-bound % = recorded beside T cell HTS, whose call it bears; double positive events, %; measured here: CD8+ vesicle-bound cell fraction;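 binding gate set so that unloaded-vesicle control wells show 10% double positive cells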
MT stabilize HCS Hoechst-high % = recorded beside MT stabilize HCS, whose call it bears; % Hoechst-high responders; measured here: nuclear condensation Hoechst responders;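 share of cells brighter than vehicle mean plus two SD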
MT stabilize HCS cytotoxicity % = second read-out of MT stabilize HCS, no call of its own (marks repeat the call); toxicity, %; measured here: cytotoxicity by cell density;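 0% = mean cell density of plate MIN control wells and 100% = no cells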
Autophagy mod cell loss 18 h = also measured in Autophagy mod; calls as there; toxicity, %; measured here: cell loss, nuclei count;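 cell loss after 18 h compound exposure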
Myeloid diff 2 GFP+ MAC1+ % = further read-out of Myeloid diff 2, marked with its call; GFP+ MAC1+ double positive, %; measured here: differentiation confirmed by MAC1 staining
* marks the source's active call; other numbers are inactive results; i = inactive; ? = inconclusive; . = not tested or not shown; + = active, no number.

SMILES	Autophagy mod	Autophagy mod cell loss 18 h	West Nile virus CPE	Ins promoter up	Ins promoter up cell count	Lipid droplet	Lipid droplet cells 6.5 µM	WT yeast gro inh	WT yeast gro inh mutant strain	T cell HTS	T cell HTS vesicle-bound %	Myeloid diff 2	Myeloid diff 2 GFP+ MAC1+ %	MT stabilize HCS	MT stabilize HCS Hoechst-high %	MT stabilize HCS cytotoxicity %	b-catenin transl	b-catenin transl cell count 5 µM
COc1ccccc1N(CC(=O)Nc1ccccc1C(=O)NCC(C)C)S(C)(=O)=O	i	7	0.0%	0.87	1339	-8	775	-17	-15	i	65	i	0.8	2.7	1.6	8.2	0.0	1124
O=C(COc1ccc(Cl)cc1)OCC(=O)N1CCCC1	i	-3	0.2%	-0.38	1361	.	.	0	1	i	53	i	0.6	2.8	1.7	1.8	-4.0	999
O=C(Nc1nnc(-c2ccc(Cl)cc2)o1)Nc1ccccc1F	.	.	0.1%	-0.34	821	14	683	.	.	i	48	i	0.8	.	.	.	-0.1	1394
Oc1ccc(Cl)cc1CNn1cnnc1	i	-13	-0.5%	1.4	1462	-9	735	8	-13	i	30	i	0.0	2.0	1.6	6.9	2.6	1027
CCCCc1ccc(NC(=S)N2CCCC(C)C2)cc1 (stereo not drawn)	i	-17	-0.2%	-0.59	1551	16	673	75*	64*	i	43	i	0.1	2.0	1.2	6.3	-4.3	1112
O=C(Nc1cccc(O)c1)c1cccc(NC(=O)c2cccs2)c1	.	.	-0.8%	.	.	-4	812	.	.	i	23	i	0.3	.	.	.	.	.
COc1ccc(NC(=O)c2ccc(C)cc2)cc1	.	.	0.0%	.	.	-2	809	.	.	i	7	i	0.4	.	.	.	.	.
COC(=O)Cn1c(=NC(=O)c2sc3ccccc3c2Cl)sc2cc(S(N)(=O)=O)ccc21	i	0	-0.6%	0.03	1389	?	.	-4	-39	i	33	i	0.8	5.2	1.6	1.1	-1.1	903
O=C(NN1CCCCC1)c1cnn2c(C(F)F)cc(-c3ccccc3)nc12	i	-23	-0.6%	-1.9	1417	26	664	-4	0	i	55	i	0.5	1.7	0.8	5.1	-3.3	1087
CCN(CC)C(=O)CSc1nc2ccccc2c(=O)n1-c1ccccc1OC	i	-6	-0.1%	0.82	1875	1	676	-24	-7	i	31	i	1.1	4.1	2.4	3.4	-1.7	1107
O=C(CCCCl)NC(=S)Nc1ccc(CN2CCOCC2)cc1	.	.	-0.4%	-0.2	1348	2	766	.	.	i	45	i	0.7	.	.	.	1.9	1015
CC1(C)CC(=O)C(C2(O)C(=O)Nc3ccccc32)CO1 (stereo not drawn)	i	21	0.3%	-0.04	1489	1	635	-14	-15	i	63	i	0.5	3.4	1.5	5.5	-0.3	1506
CCOc1cc(CNCCc2ccccc2)ccc1OCC(=O)NC(C)(C)C	i	5	-1.8%	0.56	1386	11	602	-7	2	i	35	i	0.6	17	13	22	-1.9	1074
COc1cc(OC)c(C(=O)Nc2cccc(C(C)=O)c2)cc1OC	i	29	0.4%	0.28	794	6	726	-6	1	i	23	i	0.5	2.4	1.6	4.1	.	.
CCOc1ccc(C(=O)C[n+]2cccc3cc(C)ccc32)cc1	.	.	?	.	.	-5	809	.	.	i	60	+	3.0*	.	.	.	.	.
Cc1ccc(C)c2[nH]c(=O)c(CCNC(=O)C(C)(C)C)cc12	.	.	0.1%	-0.36	1440	-21	637	0	1	i	42	i	1.1	4.5	1.8	5.4	3.3	1026
CN1CCC(N(C)C(=O)/C(C#N)=C/c2ccc(OC(F)F)cc2)CC1	.	.	3.1%	-0.08	927	0	631	.	.	.	.	i	0.5	.	.	.	-1.0	1384
CCCC1C2C(=O)N(c3ccccc3OCC)C(=O)C2ON1c1ccccc1 (stereo not drawn)	i	-5	0.1%	-0.36	937	5	783	-3	-7	i	38	i	0.8	2.2	1.2	5.3	-5.8	1233
COc1ccc(N2CC(C(=O)OC(C)C(=O)c3ccccc3)CC2=O)cc1 (stereo not drawn)	i	-3	0.3%	1.2	1681	21	697	-6	-10	i	13	i	0.1	2.4	2.4	6.3	-1.4	1585
COC(=O)C1=C(C)N(CC2CCCO2)C(=O)C1 (stereo not drawn)	i	-20	0.6%	-0.1	1296	.	.	-10	0	i	22	i	0.9	3.6	2.4	2.5	-4.6	982
CCOC(=O)C1CCN(c2c(Nc3cc(C)cc(C)c3)c(=O)c2=O)CC1	.	.	0.8%	0.58	928	9	605	.	.	i	51	i	0.6	.	.	.	0.9	1340
O=C(CN1CCN(CCOCCO)CC1)N1c2ccccc2Sc2ccc(Cl)cc21	i	6	0.4%	-1.1	1538	.	.	-1	-9	i	22	i	0.2	2.3	1.6	14	0.4	1338
CCC(C(=O)NC1CCCCCC1)n1nc(C)c2c(C)n(-c3ccccc3)nc2c1=O (stereo not drawn)	.	.	-0.2%	.	.	32	692	.	.	i	20	i	0.5	.	.	.	.	.
Cc1ccccc1CN(c1ccc(C(=O)NCc2cccnc2)cc1)S(C)(=O)=O	i	-24	-0.8%	.	.	-7	670	-6	-1	i	37	i	0.2	3.2	1.1	3.5	-2.1	1025
NS(=O)(=O)c1ccc(NC(=S)Nc2ccc(C(=O)N3CCCCC3)cc2)cc1	i	-25	-0.1%	.	.	32	731	9	4	i	52	i	0.2	3.3	2.3	5.3	-0.4	1131
O=S(=O)(Nc1ccc(N2CCOCC2)cc1)c1cc(Cl)ccc1Cl	.	.	-0.9%	.	.	6	873	.	.	i	20	i	0.7	.	.	.	.	.
OCCNc1nc(Nc2ccc(Cl)c(Cl)c2)nc2ccccc12	.	.	-0.9%	.	.	-16	711	.	.	i	55	i	0.3	.	.	.	.	.
CCN1C(=O)C2(C(C(=O)c3cc4ccccc4o3)=C(O)C(=O)N2CCCN(C)C)c2ccccc21 (stereo not drawn)	.	.	0.2%	-0.18	1391	-11	714	.	.	i	30	.	.	.	.	.	-3.4	1108
Cc1ccc2nc3c(cc(C#N)c(=N)n3Cc3cccnc3)c(=O)n2c1	i	-1	-0.1%	.	.	-4	752	-22	-12	i	14	.	.	1.8	2.6	2.0	0.3	1557
O=C(O)CN1C(=O)/C(=C\c2cccc(OCc3ccccc3)c2)SC1=S	.	.	0.1%	.	.	5	819	.	.	i	42	i	0.8	.	.	.	.	.
CN1CCN(C(=O)C2CCCCC2C(=O)O)CC1 (stereo not drawn)	.	.	0.6%	-0.11	878	.	.	8	4	i	65	i	1.1	7.2	1.2	6.7	.	.
Cc1ccc(-n2c(SCc3nc4ccccc4[nH]3)nnc2-c2ccncc2)cc1	i	0	-0.2%	-0.18	1287	-7	616	-6	7	i	33	i	0.7	2.3	3.1	5.7	-3.2	957
CON/C=C(\C=Nc1ccccc1)c1ncc(C(F)(F)F)cc1Cl	i	14	-0.2%	0.29	1466	.	.	31	-20	i	42	i	0.7	0.7	2.3	8.8	-0.3	1333
O=C(OCC(=O)N1CCN(c2ccccc2)CC1)c1ccccn1	i	11	0.5%	0.22	1645	.	.	0	-10	i	9	i	0.3	3.6	1.5	10	-2.7	1029
COc1ccc(S(=O)(=O)N2CCN(C(=O)[C@@H]3CCC(=O)N3C3OC(=O)c4ccccc43)CC2)cc1 (stereo partly drawn)	i	-14	0.5%	0.33	1206	.	.	19	12	i	18	i	1.0	3.3	1.2	5.1	-3.7	1045
COc1ccc(/C=C/C(=O)O)cc1COc1ccccc1C	i	-3	0.6%	-0.04	1196	2	661	5	11	i	37	i	0.2	2.1	2.5	6.1	6.4	561
O=C(/C=C/c1cnc2ccccc2n1)NC1CCCCCC1	i	-8	-1.2%	.	.	-11	595	-6	-15	i	21	i	0.4	4.8	3.1	3.3	-0.6	936
CCOC(=O)c1cnc(SCc2ccc(C)cc2)nc1N	i	-12	-0.2%	-0.72	1243	-22	489	14	12	i	62	i	2.2	2.4	2.0	7.9	.	.
O=C1NCC(COCc2ccco2)O1 (stereo not drawn)	i	-5	1.2%	-0.74	1643	.	.	0	-8	i	19	.	.	2.0	2.3	6.8	-7.2	1005
COc1ccc(OC)c(NC(=O)c2ccc(S(=O)(=O)N3CCOCC3)cc2)c1	.	.	-0.3%	.	.	-50	708	.	.	i	55	i	2.3	.	.	.	.	.

Compounds were not picked by outcome. Share with any hit: about 3.9%.
